FEN1 inh: blocks human flap endonuclease 1; Recombinant FEN1 flap cleavage, fluorescence, 15 min; Potency, µM (top dose mostly 114 µM), for inactives: top-dose activity change, negative = inhibition, hits mostly inhibitors; 0.35% of 390,000 active; AID 588795; note: nearly all actives have a fitted effect of over 65% in size
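Reaction started by adding substrate (50 nM final) to 10 nM enzyme after 15 min room-temperature compound preincubation. Reads at 0 and 15 min, with data normalized and fitted to a four-parameter Hill equation.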
KAT2A inh: GCN5L2 (KAT2A) acetyltransferase inhibition. GCN5L2 HAT assay, ThioGlo1 CoA-SH fluorescence. AID 504327. 0.21% of 390,000 active. Potency, µM (highest dose often 58.9 µM), for the others: at the top dose activity change, negative = inhibition, usual class: inhibitors. Q92830
Target sequence (Q92830 whole entry, looked up): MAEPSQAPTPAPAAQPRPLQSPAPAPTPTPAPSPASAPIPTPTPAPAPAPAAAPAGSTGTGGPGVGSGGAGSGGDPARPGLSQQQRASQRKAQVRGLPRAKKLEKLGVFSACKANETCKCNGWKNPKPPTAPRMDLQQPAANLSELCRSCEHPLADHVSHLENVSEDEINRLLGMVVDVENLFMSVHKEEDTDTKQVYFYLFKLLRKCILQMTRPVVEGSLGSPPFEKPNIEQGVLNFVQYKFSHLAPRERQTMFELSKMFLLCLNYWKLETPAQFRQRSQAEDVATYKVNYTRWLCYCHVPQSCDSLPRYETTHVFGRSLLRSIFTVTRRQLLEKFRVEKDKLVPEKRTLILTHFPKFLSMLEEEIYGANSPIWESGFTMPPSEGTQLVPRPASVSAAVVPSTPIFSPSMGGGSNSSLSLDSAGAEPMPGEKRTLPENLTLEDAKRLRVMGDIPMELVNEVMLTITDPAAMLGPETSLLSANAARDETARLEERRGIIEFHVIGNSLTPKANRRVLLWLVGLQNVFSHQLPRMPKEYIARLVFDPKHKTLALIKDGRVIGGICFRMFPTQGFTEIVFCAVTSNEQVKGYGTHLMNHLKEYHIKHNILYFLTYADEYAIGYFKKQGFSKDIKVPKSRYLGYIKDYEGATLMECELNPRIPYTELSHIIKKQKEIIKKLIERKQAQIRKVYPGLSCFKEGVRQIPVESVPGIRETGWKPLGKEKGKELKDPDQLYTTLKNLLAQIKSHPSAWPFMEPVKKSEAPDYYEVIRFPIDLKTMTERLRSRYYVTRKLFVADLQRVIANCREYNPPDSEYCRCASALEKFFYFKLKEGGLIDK
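GCN5L2 (20nM final) in 50mM HEPES, 0.1mM EDTA pH 7.5, 0.01% Tween-20 was preincubated 15 min at room temperature with compound, then given ThioGlo1 (50uM), H3(1-25) peptide (75uM) and acetyl-CoA (70uM); CoA-thiol fluorescence (Ex340/Em540) was read at 0 and 20 min.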
N370S GC: inhibits or activates N370S mutant glucocerebrosidase; N370S GC spleen homogenate, 4MU-glucoside fluorescence; 0.092% of 330,000 active; P04062; Potency, µM (series often up to 59.4 µM), for the others: at the highest dose activity change, negative = inhibition, most hits filed as inhibitors;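 note: 0% = full enzyme activity and -100% = no enzyme basal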
* = called active by the depositor; ? = inconclusive; nt = no result given; & = joins results of further samples; [ ] = remark or other dose. Calls come from the whole dose curve; as a rule, active = well fitted curve in the direction sought with a large enough effect; inconclusive = small, poorly fitted or top-dose-only effect, or another doubt; inactive = no such curve, though single readings can be large; an effect the other way counts as inactive or inconclusive. Unless noted, % is set by controls: 0 for no effect and ±100 for the full control effect; potency is the fitted concentration of half-maximal effect. Only part of the results is shown (hit frequency here may not be typical).

SMILES	FEN1 inh	KAT2A inh	N370S GC
O=C(N/N=C\c1ccc(Cl)s1)C1COc2ccccc2O1 (stereo not drawn)	-13%	?	-1%
O=C(CSC1=NCCS1)Nc1ccccc1F	-10%	25%	-11%[2.35 µM]
C#CCOCCOCCOCCNc1nc(N2CCN(C(=O)CCCCCCCCCCNC(=O)Cn3cc(C[C@@H](C)O)nn3)CC2)nc(N2CCN(C(=O)CCCCCCCCCCNC(=O)[C@H](CO)n3cc(CCCSC)nn3)CC2)n1	-5%	-11%	-12%
CCOC(=O)N1CCN(C/C(C)=C/c2ccccc2)CC1	-9%	-2%	4%
COc1cc(/C=C/C(=O)OCC(=O)Nc2c(C)n(C)n(-c3ccccc3)c2=O)ccc1O	-6%	-6%	-6%
O=c1cnc2cncnc2n1Cc1ccc(F)cc1	nt	-5%	0%
O=C(COC(=O)C1CCCN1C(=O)c1cccs1)Nc1ccc2c(c1)OCO2 (stereo not drawn)	-3%	-10%	17%
Cc1cc(O)c(C=O)c2c1C(=O)Oc1c(C)c(O)c3c(c1O2)C(O)OC3=O (stereo not drawn)	nt	35µM*	5%
CN(C)S(=O)(=O)c1ccc(N2CCCC2)c(C(=O)Nc2ccc(Br)cc2F)c1	0%	-1%	-1%
COC(=O)N/N=C1/C/C(=N\NC(=O)OC)c2ccccc21	-1%	-6%	-2%
CCCCSc1nc(C)cc(SCC(=O)N/N=C/c2cccc(OC)c2O)n1	3%	1%	6%
O=C(/C=C/c1ccccc1)Oc1cccc2cccnc12	8%	-14%	24%
C=C(C)CNC(=S)Nc1ccc(S(=O)(=O)Nc2cnc3ccccc3n2)cc1	-3%	-4%	-15%
CCN(CC(=O)NC(C)(C)C)C(=O)CCl	4%	18%	2%
Cc1cccc(NC2=Nc3ccccc3N3C2=Nc2c(c(C)nn2-c2ccccc2)C3c2ccc(O)c(O)c2)c1 (stereo not drawn)	-9%	-4%	24%
O=C(Nc1ccncc1)c1ccc2c(c1)C(=O)N(CC1CCCO1)C2=O (stereo not drawn)	-5%	3%	-8%
O=C(O)CCC(=O)N1CCc2cc(S(=O)(=O)N3CCC(Cc4ccccc4)CC3)ccc21	-4%	-30%	5%
COC(=O)c1cc(NS(=O)(=O)c2cc(Br)cc3c2N(C(C)=O)CC3)cc(C(=O)OC)c1	-4%	-1%	nt
CCc1ccc(NC(=O)c2noc3c2CCc2ccccc2-3)cc1	-6%	-8%	21%
CCN(CCO)Cc1csc2cccc(Br)c12	-4%	3%	-16%
COc1cc(/C=C/C(=O)OCC(=O)NCc2ccco2)ccc1OCC#N	6%	-13%	-13%
Cc1ccc(C2=NN(CC(=O)NCCC(C)C)C(=O)CC2)cc1	-12%&21%	0%&-9%	-1%
OCCC1CN(Cc2nc3c(s2)CCCC3)CCN1Cc1ccccc1 (stereo not drawn)	13%	2%	-1%
Cc1cc(OCC(=O)NCc2ccccn2)c2c(C)c(Cc3ccccc3)c(=O)oc2c1	-13%	-2%	?
CSc1ccc(CN2CCC(C(=O)NCc3ccc(C)cc3)CC2)cc1	17%	29%	4%
NC(=O)C1CCN(C(=O)c2cn(-c3ccccc3)nc2-c2cccnc2)CC1	8%	-2%	-6%
O=C(NC1CC1)c1ccc(S(=O)(=O)NCC2CCCCC2)cc1	-16%	1%	0%
CC1(C)Nc2ccccc2C(=O)N1NS(=O)(=O)c1ccccc1	-4%	1%	7%
COc1cc(OC)cc(-c2c(C#Cc3ccsc3)c3cc(-c4cc(F)cc(F)c4)ccc3n2C)c1	-4%	-2%	nt
COc1ccccc1Nc1ccc(NC(=O)c2cccc([N+](=O)[O-])c2C)cc1	-4%	-35%	11%
CCc1c(C)c2cc(Cl)c(O)c(CN(CC)CC)c2oc1=O	5%	-29%	?
O=C(Nc1cccc([N+](=O)[O-])c1)c1ccc2ccccc2c1O	14%	-25%	0%
COC(=O)[C@@]1(Cc2ccccc2)[C@H]2C(=O)N(C)C(=O)[C@H]2[C@H]2CN=C(SC)N21	1%	0%	nt
COc1ccc(C(=O)COC(=O)CN2C(=O)NC3(CC(C)CC(C)(C)C3)C2=O)c(OC)c1 (stereo not drawn)	-12%	-20%	nt
Cc1ccc(S(=O)(=O)NC(Cc2ccccc2)C(=O)O)cc1C (stereo not drawn)	7%	-5%	2%
Cc1cccc(N(C(=O)c2csnn2)C(C(=O)NCc2ccccc2)c2ccc(C)o2)c1 (stereo not drawn)	10%	-3%	0%

As a working copy, part of the list above:
SMILES	FEN1 inh	KAT2A inh	N370S GC
COC(=O)[C@@]1(Cc2ccccc2)[C@H]2C(=O)N(C)C(=O)[C@H]2[C@H]2CN=C(SC)N21	1%	0%	nt
COc1ccc(C(=O)COC(=O)CN2C(=O)NC3(CC(C)CC(C)(C)C3)C2=O)c(OC)c1 (stereo not drawn)	-12%	-20%	nt
Cc1ccc(S(=O)(=O)NC(Cc2ccccc2)C(=O)O)cc1C (stereo not drawn)	7%	-5%	2%

Four compounds from above, arranged by their value in KAT2A inh, lowest first:
structure | KAT2A inh
Cc1cccc(N(C(=O)c2csnn2)C(C(=O)NCc2ccccc2)c2ccc(C)o2)c1 (stereo not drawn) | -3%
COC(=O)[C@@]1(Cc2ccccc2)[C@H]2C(=O)N(C)C(=O)[C@H]2[C@H]2CN=C(SC)N21 | 0%
O=C(NC1CC1)c1ccc(S(=O)(=O)NCC2CCCCC2)cc1 | 1%
CSc1ccc(CN2CCC(C(=O)NCc3ccc(C)cc3)CC2)cc1 | 29%

Next entries.
SMILES	FEN1 inh	KAT2A inh	N370S GC
O=C(Nc1ccccc1Cl)NC1(C(=O)NCc2ccncc2)CCCCC1	13%	-5%	-7%
COc1ccc(C)cc1NC(=O)CSc1nnc(CC(=O)Nc2cccc(C(F)(F)F)c2)n1C	-6%	-17%	1%
Cc1[nH]c2ccccc2c1C(=O)COC(=O)c1ccc2c(=O)n3c(nc2c1)CCC3	-16%	-13%	-12%
Cc1cc(C(=O)N(Cc2nnc(-c3ccc(Cl)cc3)o2)C(C)C)c2ccccc2n1	-17%	2%	nt
Cc1cc(O)cc(=O)n1C	20%	-1%	-3%
CCCCN(CCCNC(=O)CN1C(=O)COc2ccccc21)c1ccccc1	-19%	-5%	8%
c1ccc(-c2ccc(OCCN3CCOCC3)cc2)cc1	14%	0%	-15%
CC(O)CNC(=S)Nc1ccccc1 (stereo not drawn)	1%	0%	-4%
O=C(c1ccccc1NS(=O)(=O)c1ccc(F)cc1)N1CCOCC1	0%	-2%	-3%
CCc1c(C)[nH]n(CCC#N)c1=O	-2%	-2%	-10%
Cc1ccc(C)c(NC(=O)CN(C)C(=O)c2ccc(Cl)nc2)c1	16%	-2%	4%
CC(=O)CSc1nsc(SCC(C)=O)c1C#N	-7%	2%	1%
Cc1ccc(N2CC(C(=O)NC3=NCCS3)CC2=O)cc1C (stereo not drawn)	0%	-1%	3%
CC(=O)c1cccc(NC(=O)Cc2ccc3c(c2)CCCC3)c1	-4%	-5%	3%
Cc1cccc(NS(=O)(=O)c2c(C)noc2C)c1	-4%	-14%	-6%
Cc1ccc(S(=O)(=O)Nc2c(C)n(C)n(-c3ccccc3)c2=O)cc1C(=O)OCC(=O)N1CCCC(C)C1 (stereo not drawn)	-3%	-7%	-3%
CCn1c(C(=O)NCc2cccnc2)cc2sc(Cl)cc21	2%	-3%	-12%
NNC(=O)Cn1c2ccccc2c2ccccc21	-5%	-2%	7%
Cc1ccc(S(=O)(=O)N2CCC(C(=O)N(C)C3CCS(=O)(=O)C3)CC2)cc1 (stereo not drawn)	-1%	-5%	4%
Cn1c(N2CCOCC2)c(/C=N/OC(=O)c2ccc(F)cc2)c2ccccc21	-12%	-4%	1%
Oc1cccc(Nc2ncnc3c2oc2ccccc23)c1	-13%	-2%	-7%
Cc1ccc([N+](=O)[O-])cc1NC(=O)c1cccs1	13%	-11%	-2%
COc1ccc(CCNC(=O)CCn2c(=O)oc3ccccc32)cc1	-7%	-12%	-10%
Cc1nc([N+](=O)[O-])cn1CC(O)c1ccc(F)cc1 (stereo not drawn)	0%	-13%	-3%
CC(=O)Nn1c(C)nnc1-n1nc(C)cc1C	6%	0%	2%
O=C(Nc1ccc2c(c1)OCCO2)c1c[nH]c(=O)n(-c2ccc(F)c(Cl)c2)c1=O	-3%	-22%	-10%
CCCCNc1ccccc1C(=O)OCC(=O)Nc1ccc(S(N)(=O)=O)cc1	13%	1%	7%
CC1CCC(NC(=O)CN2CCCN(Cc3ccc(F)cc3Cl)C2=O)CC1 (stereo not drawn)	4%	-2%	2%
CC(C)Oc1ccc(CCNC(=O)CC2C(=O)NCCN2C)cc1 (stereo not drawn)	7%	-2%	0%
CC(C)CCNC(=O)c1ccc(Cl)c(NC(=O)c2ccccc2F)c1	nt	-2%	10%
Cc1cc(C(=O)OCC(=O)N(C)c2ccccc2)c(C)o1	17%	1%	nt
COc1ccc(-c2sc3ccc(OC)cc3c2C#Cc2ccccn2)cc1	-20%	-11%	nt
O=C(NCCc1ccc(Cl)cc1)c1ccc(CS(=O)(=O)Cc2ccc(Cl)cc2)o1	-9%	-3%	nt
COc1ccccc1NS(=O)(=O)c1cc(NC(=O)CNC(=O)c2ccc(C)s2)ccc1Cl	45µM*	-8%	-12%
Cc1cccc(-c2[nH]c(C(C)(C)C)nc2-c2ccc3c(c2)OCO3)n1	nt	30%	-2%
O=C(NC(=S)Nc1ccc2c(c1)OCO2)c1ccccc1	2%	-3%	6%

A second format for part of the listing above:
smiles,FEN1 inh,KAT2A inh,N370S GC
CC(O)CNC(=S)Nc1ccccc1 (stereo not drawn),1%,0%,-4%
O=C(c1ccccc1NS(=O)(=O)c1ccc(F)cc1)N1CCOCC1,0%,-2%,-3%
CCc1c(C)[nH]n(CCC#N)c1=O,-2%,-2%,-10%

(cont.)
SMILES	FEN1 inh	KAT2A inh	N370S GC
COc1cccc(-c2cc(C(=O)Nc3ccn(Cc4ccc(C)cc4)n3)no2)c1	-17%&15%	-9%&-2%	4%
CCOC(=O)C1CCN(C(C(=O)NC2CCCCC2)c2ccc(OC)cc2)CC1 (stereo not drawn)	-2%	1%	-3%
CC(SCc1ccccc1)C(=O)Nc1ccccc1-c1ccccc1 (stereo not drawn)	5%	15%	16%
CSc1nnc2c(n1)OC(c1ccc(C(=O)O)cc1)N(C(C)=O)c1ccccc1-2 (stereo not drawn)	26%	-14%	-20%
CC1(C)CC(O)CC(C)(C)N1CC(O)COCCOc1ccc(Br)cc1 (stereo not drawn)	-6%	-12%	-15%
Cc1ccc(NC(=O)c2ccc(=O)[nH]c2)cc1S(=O)(=O)N1CCCCC1	5%	3%	2%
COc1ccc2nc(SCC(=O)NCc3ccc(S(N)(=O)=O)cc3)[nH]c2c1	10%	-3%	-7%
Cc1ccccc1-c1ccc(=O)n(CC(=O)Nc2ccc(-n3cnnn3)cc2)n1	8%	-5%	-22%
COC(=O)CSc1nnc(-c2ccncc2)o1	3%	0%	-1%
Cc1cccc(NC2=NCC(=O)N2CCc2ccccc2)c1	11%	?	10%
CC1=C(C(=O)OC2CCCCC2)C(c2ccc(O)cc2)NC(=O)N1 (stereo not drawn)	-12%	-1%	27%
CC1CN(C(=O)/C=C/c2ccc3c(c2)OCO3)CC(C)O1 (stereo not drawn)	-1%	-7%	3%

Entries of single compounds from above. Order of screens: FEN1 inh, KAT2A inh, N370S GC
Cc1ccc(NC(=O)c2ccc(=O)[nH]c2)cc1S(=O)(=O)N1CCCCC1 is entered as 5%, 3%, 2%
Cc1cccc(NC2=NCC(=O)N2CCc2ccccc2)c1 is entered as 11%, ?, 10%
CC1(C)CC(O)CC(C)(C)N1CC(O)COCCOc1ccc(Br)cc1 (stereo not drawn) is entered as -6%, -12%, -15%

(continued)
SMILES	FEN1 inh	KAT2A inh	N370S GC
CCc1ccc(NC(=O)CSc2nc(=O)n(Cc3ccco3)c3c2CCC3)cc1	7%	-7%	nt
O=C(Nc1ccc(N2CCOCC2)cc1)C1CCCCN1S(=O)(=O)c1ccccc1 (stereo not drawn)	14%	-16%	6%
CCOc1cc(C2NC(=S)NC(C)=C2C(=O)Nc2ccc(OC)cc2)ccc1O (stereo not drawn)	4%	1%	7%
CC1CC=CC2C1C(=O)N(Cc1ccccc1)C2c1ccc(F)c(Br)c1 (stereo not drawn)	1%	nt	7%
CN(C)C(=O)C[n+]1ccc(/C=N/O)cc1	0%	-6%	5%
COc1cccc(CN2CCCC(C(=O)c3ccc4c(c3)OCO4)C2)c1O (stereo not drawn)	5%	-1%	-4%
CCOc1ccc(S(=O)(=O)N2CCCC(C(=O)NCc3ccccn3)C2)cc1C (stereo not drawn)	11%	1%	1%
COC(=O)C1=C(C)N(CCc2ccccc2)C(=O)C1	2%	-4%	4%
O=C(O)c1cc2c(cc1NC(=O)c1ccccc1C(F)(F)F)OCCCO2	4%	-3%	-4%
Cc1cccc(-n2c(=O)[nH]c3c(C(N)=O)nc(C(C)C)nc32)c1	10%	-4%	6%
CN(C(=O)Cn1nnc(-c2ccc(S(C)(=O)=O)cc2)n1)c1ccccc1	-14%	-1%	nt
COc1ccc(C(=O)c2c(-c3cccc(C)c3)oc3ccc(N4CCOCC4)cc23)cn1	-8%	-21%	-3%
O=C(CSc1cn(CC(=O)N2CCCC2)c2ccccc12)NCC1CCCO1 (stereo not drawn)	-2%	-6%	-23%
